# APJ ag – APJ receptor agonism; P35414; CHO-K1 APJ PathHunter beta-arrestin, luminescence; 0% DMSO wells, 100% apelin; activation, % at 20 µM; hit rate 0.11% among 330,000;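 active means activation more than six SD over the plate average, tested at 20 µM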;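 further: 0% = DMSO alone and 100% = apelin-13 at 10 nM; some results filed as inactive read as strong as hits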
# Target sequence (P35414 whole entry, looked up): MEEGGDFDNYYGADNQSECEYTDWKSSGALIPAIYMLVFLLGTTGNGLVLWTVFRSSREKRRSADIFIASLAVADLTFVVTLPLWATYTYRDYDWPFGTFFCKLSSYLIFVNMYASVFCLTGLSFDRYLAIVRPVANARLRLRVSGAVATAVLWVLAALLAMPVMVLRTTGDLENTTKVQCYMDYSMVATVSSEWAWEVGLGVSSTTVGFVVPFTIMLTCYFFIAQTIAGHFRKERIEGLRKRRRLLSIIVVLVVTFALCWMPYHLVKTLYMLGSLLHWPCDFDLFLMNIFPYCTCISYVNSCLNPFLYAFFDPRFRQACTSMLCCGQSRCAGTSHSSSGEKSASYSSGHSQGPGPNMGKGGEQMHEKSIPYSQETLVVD
#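 Incubation: overnight seeding, 90 min compound at 25 °C, 1 h detection; test system: PathHunter CHO-K1 APJ (AGTRL-1) beta-arrestin reporter cells; amount: 1000 cells/well; doses: one dose, 20 µM compound, 1% DMSO; measured by: beta-gal luminescence; measure: agonist-driven arrestin binding to APJ; benchmarks: negative DMSO alone, positive Apelin-13 at 10 nM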
# tim10-1 inh – growth inhibitors of tim10-1 mutant yeast; AID 463190; inhibition, % at 20 µM; S. cerevisiae tim10-1 ts strain growth, BacTiter-Glo, 24 h; hit rate 2.2% among 330,000;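 active means inhibition of at least 40%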;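 further: mutant grown at 25 °C; 0% = DMSO wells with yeast and 100% = wells holding no yeast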
# UPR XBP1 act – activators of adaptive arm of unfolded protein response (XBP1); CHO-XBP1 luciferase reporter, IRE1-XBP1 UPR activation, luminescence; percent of tunicamycin response, DMSO as zero; activation, % at 20 µM; hit rate 0.33% among 330,000; AID 463104;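 active means versus positive control, 20 µM dose yields 30% or more activation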;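 further: 100% = tunicamycin at 10 µg/mL and 0% = DMSO only wells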
#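 Assay system: CHO-XBP1 luciferase reporter cells; Schedule: 6 h treatment, 37 °C; Detection: glow luminescence from Steady-Glo reagent; Benchmarks: high control tunicamycin 10 µg/mL final, low control DMSO vehicle only.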
# NALP3 yeast inh – inhibitors of NALP3 inflammasome in yeast; hit rate 0.39% among 330,000; Yeast reconstituted NLRP3/ASC/caspase-1, beta-gal luminescence, 24 h; AID 2825; inhibition, % at 10 µM;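 active means inhibition of 50% or more; inactive means inhibition below 50%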;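 further: plate controls were induced DMSO wells for no effect and uninduced yeast grown without galactose for full effect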
# Mdm2-MdmX inh – inhibitors of human Mdm2/MdmX interaction; AID 485346; O15151+Q00987; inhibition, % at 8 µM; hit rate 3% among 330,000; SaOS-2 split-luciferase Mdm2/MdmX complementation, luminescence;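 active means inhibition of at least 50% at 8 µM in the primary screen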
# CHOP UPR activ – activators of apoptotic arm of unfolded protein response (CHOP); CHO-CHOP luciferase reporter, UPR activation, luminescence; percent of tunicamycin response over DMSO baseline; activation, % at 10 µM; hit rate 0.34% among 330,000; AID 449763;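 active means at 10 µM dose, activation of 40% or more, normalized to positive control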;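 further: 100% = tunicamycin at 10 µg/mL and 0% = DMSO alone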
#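 System: CHO-CHOP luciferase reporter cell line; amount: 500 cells/well; buffer or medium: F12 medium containing 10% fetal bovine serum; incubation: 6 h compound exposure at 37 °C after overnight seeding; measured by: luciferase luminescence after 10 min with Steady-Glo reagent; evaluation: % reporter activation, DMSO baseline versus tunicamycin full activation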
# tim23-1 inh – tim23-1 yeast growth inhibition; hit rate 1.3% among 330,000; AID 463212; inhibition, % at 20 µM; S. cerevisiae tim23-1 growth, BacTiter-Glo luminescence, 24 h;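 active means growth inhibition of the mutant yeast at or above 50%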;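 further: temperature-sensitive mutant grown at 25 °C; plate controls were DMSO-treated mutant yeast for no effect and medium wells lacking yeast for full effect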
# TIM10 inh – TIM10 yeast growth inhibition; AID 463195; S. cerevisiae TIM10 strain growth, BacTiter-Glo luminescence, 24 h; hit rate 1.4% among 330,000; inhibition, % at 10 µM;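 active means inhibition of 40% or more at the single tested concentration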;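 further: wild-type TIM10 isogenic control strain grown at permissive 25 °C; 0% = DMSO yeast wells and 100% = minimal medium wells without yeast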
# NR3A LBD binder – modulates the human NR3A ligand-binding domain; NR3A LBD differential scanning fluorimetry, Tm shift; 0% = protein alone, 100% = glycine-bound protein; Tm shift relative to glycine control, % at 25 µM; hit rate 2.5% among 340,000;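 active means melting temperature shift of at least 10% of the positive control shift, at one fixed dose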
# The depositor's hits bear a star.
structure	APJ ag	tim10-1 inh	UPR XBP1 act	NALP3 yeast inh	Mdm2-MdmX inh	CHOP UPR activ	tim23-1 inh	TIM10 inh	NR3A LBD binder
Fc1ccc(C(c2ccc(F)cc2)N2CCN(C/C=C/c3ccccc3)CC2)cc1	-4	-31	-5	17	34	-1.5	13	-68	9
C=CCN(c1ccccc1Cl)S(=O)(=O)c1cccc(C(=O)NCCc2ccc(OC)cc2)c1	-6	18	-1	9	27	1.8	18	19	-7
C=CCn1c(SCC(=O)NC2CCCCC2)nnc1-c1sc(N)nc1C	-1	25	1	7	-9	0.4	9	0	0
CCN1CCN(c2cc3c(cc2F)c(=O)c(S(=O)(=O)c2ccccc2)cn3C)CC1	-3	-11	-3	1	5	-1.9	-4	2	-2
O=C(COc1ccc(F)cc1)Nc1ccccc1N1CCOCC1	2	25	-3	12	13	1.7	25	2	2
COC(=O)c1cc(S(=O)(=O)NCc2cccc(Br)c2)c[nH]1	0	18	-2	-2	10	0.5	11	10	1
O=C(Nc1ccc2ccccc2c1)/C(=C\c1ccc2c(c1)OCO2)NC(=O)c1ccco1	0	10	-3	5	26	2.2	1	9	-6
O=C1N[C@@H](Cc2ccccc2)C(=O)N2[C@@H]1C[C@@]1(Br)c3ccccc3N(S(=O)(=O)c3ccccc3)[C@@H]21	-3	15	-2	9	13	0.4	21	13	-3
O=C(O)c1cccc(NC(=O)c2cccc(S(=O)(=O)N3CCCCC3)c2)c1	-1	19	0	20	6	4.1	5	9	0
COc1ccc2[nH]cc(C(=O)CN(C)CCc3ccc(OC)c(OC)c3)c2c1	0	15	0	14	37	-2.3	15	-2	0
CCc1nn2c(=O)c(S(=O)(=O)Nc3cccc(F)c3)c(C)nc2s1	-2	15	-3	17	15	2.4	8	6	3
COc1ccc(N2CCN(CC(=O)NCc3ccccc3)CC2)cc1	-3	9	0	20	-8	-1.5	8	4	0
CCOc1ccc(-c2nc(CSCC(=O)NC3CCCc4ccccc43)c(C)o2)cc1 (stereo not drawn)	-3	40*	2	8	11	1.5	36	35	1
CCCC(C(=O)NC1CCCC1)N(C(=O)Cn1nnc(-c2ccc(C)o2)n1)C1CCCC1 (stereo not drawn)	-5	25	-3	5	7	1.5	20	27	0
N#Cc1ccc(CSc2nnc(-c3ccncc3)n2CCc2ccccc2)cc1	0	21	0	2	14	0.4	18	7	0
COc1ccc(OCc2cc(C(=O)N(C)Cc3cnccn3)no2)c(Cl)c1	-4	-1	-2	3	-1	2.3	3	1	-1
N#Cc1ccc(OCC(=O)Nc2cc(S(=O)(=O)N3CCCCC3)ccc2N2CCCCC2)cc1	1	12	-3	-6	36	2.5	-6	-1	-4
CCNC(=S)NNC(=O)c1cc(C2CC2)nc2ccccc12	-3	31	-5	11	12	-0.9	9	13	0
Cc1cccc(NNC(=S)Nc2c(C)cccc2C)c1	-1	23	-2	32	-2	5.8	42	45*	-1
CCc1cc2c(=O)c(-c3cnn(-c4ccccc4)c3)c(C)oc2c(CN2CCCCC2)c1O	-4	13	-2	9	1	2.2	28	31	-1
CSc1nnc([C@@H]2CCCN2C(=O)OC(C)(C)C)o1	-3	-10	-2	2	0	-1.2	18	-2	-1
C/C(CC(=O)Nc1cccc2c1CCCC2)=N\NC(=O)c1cccc2ccccc12	0	39	-2	6	2	-2.5	43	21	-3
NC(=O)c1ccc(Cn2c(C(=O)c3cc(Cl)c(N)c(Cl)c3)c3ccccc3[n+]2[O-])cc1	15	1	5	21	53*	-0.6	17	10	-7
Cc1ccc(C(=O)N2CCCN(c3nc4cc5c(cc4cc3C#N)OCO5)CC2)cc1	-3	30	-3	10	-33	0.4	22	7	-1
Cc1ccc(S(=O)(=O)NCC(c2ccco2)N2CCc3ccccc3C2)cc1 (stereo not drawn)	-3	35	1	9	7	-0.8	36	-5	1
CN(C)c1ccc(/C=C/C(=O)c2ccc(C(C)(C)C)cc2)cc1[N+](=O)[O-]	-1	27	-3	12	31	0.2	22	13	-36
CC(=O)CSc1nnc(C(F)(F)F)n1C	-2	-6	1	11	1	-1.3	16	12	-1
COc1ccc(CCNC(=O)Cc2ccc([N+](=O)[O-])cc2)cc1OC	3	-1	-1	9	1	-1.0	8	3	-2
Cc1sc(=NC(=O)c2ccco2)n(C)c1-c1ccc(Cl)cc1	-2	19	4	27	-90	4.5	27	15	-1
CCOc1ccccc1NC(=O)COC(=O)c1cnc(C)cn1	-5	-11	0	14	-2	1.2	6	9	-1
CS(=O)(=O)N1N=C(c2ccccc2)CC1c1cccs1 (stereo not drawn)	5	9	0	7	14	-0.6	22	-6	-1
CCOc1ccc(S(=O)(=O)N2CCCC(C(=O)NCc3ccccn3)C2)cc1 (stereo not drawn)	-3	-23	-8	7	-2	-0.7	-5	7	0
CCN(CC)C(=O)CSc1nnc(-c2ccc(S(=O)(=O)N3CCOCC3)cc2)n1C	-2	-21	-2	5	32	-1.4	8	8	1
COc1ccc(-c2c(-c3cc(OC)cc(OC)c3)n(C)c3ccc(-c4ccc(OC)cc4F)cc23)cc1	-1	20	-4	16	-15	-0.2	13	-4	1
CC(C)c1ccc(NC(=O)c2cnn(-c3ccccc3)c2NC(=O)c2ccco2)cc1	-1	-19	-1	9	32	-2.5	7	-11	-4
COc1cc(C(=O)Nc2ccc3nc(N4CCOCC4)sc3c2)cc(OC)c1OC	0	41*	4	7	-15	4.3	30	22	0
COc1ccccc1N1CCN(C(c2cccs2)C(C)NC(=O)c2cccnc2)CC1 (stereo not drawn)	-3	12	-1	6	28	1.2	21	-4	0
O=C(COC(=O)CNC(=O)c1ccccc1F)NCC(F)(F)F	-2	6	-6	16	14	-1.2	-1	6	-4
CCn1nc(C)c(Br)c1Nc1ccc(Br)cc1	-4	16	4	-6	16	-2.1	31	26	-1
COc1ccccc1N1CCN(C/C(C)=C/c2ccccc2)CC1	-3	5	-2	16	-23	0.5	5	-2	1
CCOC(=O)/C(C#N)=C/c1c(N2CCN(c3cccc(Cl)c3)CC2)nc2c(C)cccn2c1=O	0	20	-4	27	35	0.3	21	22	0
CC(=O)NC1CC2CCCC(C1)N2S(=O)(=O)c1cccc(F)c1 (stereo not drawn)	5	-2	1	16	-10	0.7	8	-4	0
CN(Cc1ccccc1)C(=O)c1[nH]cnc1C(=O)NCc1ccccc1	-3	15	-4	4	3	-1.4	9	2	0
COCCN(C(=O)CSc1n[nH]c(-c2ccc(OC)cc2)n1)c1c(N)n(Cc2ccccc2)c(=O)[nH]c1=O	-2	-4	-1	9	11	1.4	5	8	-1
Cc1nc(N)sc1C(=O)OCC(C)C	-2	12	2	-1	10	-1.5	4	-3	-1
CCc1ccc(C(=O)COC(=O)CNC(=O)CNC(=O)Cc2ccccc2)cc1	-1	5	-3	13	-11	1.1	16	-5	0
O=C(NOCc1ccccc1)c1ccc(Cl)cc1	-2	2	-5	9	-51	-2.9	10	5	0
CC(C)c1nc(N2CCN(C(=O)c3ccco3)CC2)c2c3c(sc2n1)CCCC3	5	-17	-4	9	30	3.9	10	0	-4
O=C(NC1CCCC1)C(c1ccccc1)N(C(=O)c1ccno1)c1ccccc1 (stereo not drawn)	1	13	2	0	-4	-0.4	3	22	1
ClC1(Cl)CC1CSc1nc2ccccc2[nH]1 (stereo not drawn)	1	-43	15	44	-13	1.9	8	-21	2
Cc1ccccc1NC(=S)NC(NC(=O)c1ccccc1C)C(Cl)(Cl)Cl (stereo not drawn)	-1	15	-2	-3	-16	1.9	8	-6	-3
Cc1ccc(Cl)cc1NC(=O)c1cnn2c1NC(c1ccco1)CC2C(F)(F)F (stereo not drawn)	-5	16	0	58*	9	-1.9	25	14	-2
CCOc1ncccc1C(=O)NCc1ccc(OC)cc1	-1	18	-2	21	31	-2.5	-5	-3	-3
Cc1ccc(NC2CCCN(C(=O)c3c(C)noc3C)C2)cc1C (stereo not drawn)	6	-4	-3	8	16	2.4	5	0	-2
COc1cc(OC)c(OC)cc1CNC(=O)c1ccc(S(=O)(=O)N2CCCCC2)cc1	-2	4	10	-3	-5	-0.5	11	13	-1
Cc1c(Cl)cccc1Nc1nc(N)nc(CSC(=S)N2CCOCC2)n1	-1	28	2	-6	-4	2.5	-47	-5	-3

# (cont.)
structure	APJ ag	tim10-1 inh	UPR XBP1 act	NALP3 yeast inh	Mdm2-MdmX inh	CHOP UPR activ	tim23-1 inh	TIM10 inh	NR3A LBD binder
CCOC(=O)CCCC(=O)N1CCOCCOCCN(C(=O)CCCC(=O)OCC)CCOCCOCC1	-2	-4	-2	8	8	-0.8	13	14	4
O=C(NCc1ccccc1)NC1(C(=O)N2CCOCC2)CCCCC1	5	0	2	6	35	-0.5	14	3	-1
CCCc1cc(C(=O)NCCc2ccccc2)no1	5	-7	-2	27	-94	3.0	-10	-10	-4
CCc1cccc(C)c1NC(=O)CSc1ncn[nH]1	-1	1	-2	-4	8	-1.0	3	5	-2
Cc1ccc(-n2ncc3c2CCCC3NC(=O)c2ccoc2)cc1C (stereo not drawn)	0	26	-1	7	20	-1.0	26	15	1
FC(F)(F)c1nnc(-c2ccccc2)nc1Oc1ccccc1	-4	27	0	-5	23	7.2	20	12	3
Cc1ccc(C)c(NC(=O)Cn2cnc3c(oc4ccccc43)c2=O)c1	1	-3	-2	10	45	0.1	-21	-9	-2
O=S(=O)(N1CCOCC1)N1CCOCC1	-4	-8	-3	16	5	0.8	-7	-9	0
COc1ccc(-c2c(NC(=O)c3ccco3)oc3ccccc3c2=O)cc1	1	6	-8	6	1	-0.6	27	3	-2
CSCCC(NC(=O)c1ccccc1Cl)C(=O)Nc1cccc(S(=O)(=O)N2CCCC2)c1 (stereo not drawn)	-1	2	-3	13	15	-0.1	0	3	2
CC12CCC(=O)N1C(C(=O)Nc1ccccc1N1CCCCC1)CS2 (stereo not drawn)	-1	2	-2	2	-40	0.4	23	-4	-2
O=C(NC1CC1)C1CCN(C2CCN(Cc3ccccc3C(F)(F)F)CC2)CC1	-1	-25	-3	17	18	4.1	-17	-32	3
COc1ccc(S(=O)(=O)N2CCCCC2)cc1NC(=O)CCOc1cc(C)ccc1C	-4	13	-3	12	-18	0.6	11	8	0

# 3 entries out of the list, ordered by heavy-atom count, ascending:
structure	APJ ag	tim10-1 inh	UPR XBP1 act	NALP3 yeast inh	Mdm2-MdmX inh	CHOP UPR activ	tim23-1 inh	TIM10 inh	NR3A LBD binder
COc1ccc(-c2c(NC(=O)c3ccco3)oc3ccccc3c2=O)cc1	1	6	-8	6	1	-0.6	27	3	-2
COc1ccc(S(=O)(=O)N2CCCCC2)cc1NC(=O)CCOc1cc(C)ccc1C	-4	13	-3	12	-18	0.6	11	8	0
CSCCC(NC(=O)c1ccccc1Cl)C(=O)Nc1cccc(S(=O)(=O)N2CCCC2)c1 (stereo not drawn)	-1	2	-3	13	15	-0.1	0	3	2

# Source: PubChem
